Source: PubChem (several laboratories)
VIM-2 inh: inhibitors of Pseudomonas aeruginosa VIM-2 metallo-beta-lactamase | purified VIM-2, nitrocefin hydrolysis, epi-absorbance fluorescence | inhibition, % at 5.6 µM | 0.89% of 290,000 active;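 active means inhibition above the mean of all tested compounds plus 3 SD, cutoff set per screening run, cut at about 7.5% in these data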;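 further: red hydrolysis product quenches plate fluorescence so inhibitors raise well fluorescence; 0% = enzyme with DMSO and 100% = DMSO without enzyme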
DNA FID counter: counter-screen for HCV NS3 helicase inhibitors: DNA intercalator displacement; 0.17% of 290,000 active; AID 1845; DNA fluorescent intercalator displacement, fluorescence; inhibition, % at 7.9 µM; in the data active means inhibition above about 37%;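 further: 0% = vehicle and 100% = reference compound; higher means more ethidium bromide displaced from hairpin DNA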
pCIP destab: compounds decreasing mouse p/CIP protein stability. Q05BA5. F442A p/CIP-EGFP cells, EGFP fluorescence, 16 h. decrease of EGFP signal, % at 10 µM. 0.01% of 290,000 active. AID 1984;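 active means EGFP signal decrease of at least 30% at 10 µM or well 3 SD below plate mean, unless failing retest; inactive means the rest, including hits failing retest or dose response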; further: some compounds called inactive have numbers as strong as hits; many of its hits are not listed in these tables
IDE cell activ: IDE (human) activation, cell-based. P14735. HEK cells, FAbeta-B cleavage, fluorescence polarization; 0% vehicle, 100% cell-free pure enzyme wells. activation, % at 5.96 µM. 0.073% of 340,000 active. AID 493087;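 active means activation above the mean of all tested compounds plus 3 SD, set per screening campaign, cut at about 17% in these data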
Target sequence (P14735 whole entry, looked up): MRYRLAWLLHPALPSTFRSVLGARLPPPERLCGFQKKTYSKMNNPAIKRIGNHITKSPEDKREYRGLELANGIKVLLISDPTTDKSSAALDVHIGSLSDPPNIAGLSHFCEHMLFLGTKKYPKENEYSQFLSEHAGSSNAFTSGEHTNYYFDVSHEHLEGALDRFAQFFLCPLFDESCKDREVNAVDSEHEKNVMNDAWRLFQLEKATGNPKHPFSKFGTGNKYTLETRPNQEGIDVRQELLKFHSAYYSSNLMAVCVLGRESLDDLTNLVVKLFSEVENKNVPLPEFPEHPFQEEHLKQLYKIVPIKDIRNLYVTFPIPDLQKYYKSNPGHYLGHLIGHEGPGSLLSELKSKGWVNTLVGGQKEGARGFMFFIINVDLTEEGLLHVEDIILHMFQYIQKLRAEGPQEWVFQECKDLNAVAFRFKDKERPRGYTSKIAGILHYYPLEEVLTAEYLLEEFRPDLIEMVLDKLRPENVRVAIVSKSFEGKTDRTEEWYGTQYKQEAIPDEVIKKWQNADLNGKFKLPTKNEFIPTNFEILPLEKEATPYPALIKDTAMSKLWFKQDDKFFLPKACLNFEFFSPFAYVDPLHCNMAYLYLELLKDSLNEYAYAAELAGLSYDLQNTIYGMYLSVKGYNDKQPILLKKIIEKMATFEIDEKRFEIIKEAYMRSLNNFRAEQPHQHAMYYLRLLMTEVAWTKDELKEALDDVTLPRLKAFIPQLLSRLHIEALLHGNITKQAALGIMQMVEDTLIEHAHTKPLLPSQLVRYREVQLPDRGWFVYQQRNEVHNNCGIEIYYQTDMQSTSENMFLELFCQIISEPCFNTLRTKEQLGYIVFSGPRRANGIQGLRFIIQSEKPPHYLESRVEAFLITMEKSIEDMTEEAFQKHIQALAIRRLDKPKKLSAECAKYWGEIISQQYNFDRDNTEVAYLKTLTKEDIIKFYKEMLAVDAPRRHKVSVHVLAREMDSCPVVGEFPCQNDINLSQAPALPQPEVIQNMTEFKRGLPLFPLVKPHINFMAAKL
IMP-1 inhibitor: inhibitors of Pseudomonas aeruginosa IMP-1 metallo-beta-lactamase; 0.45% of 290,000 active; inhibition, % at 5.6 µM; purified IMP-1, nitrocefin hydrolysis, epi-absorbance fluorescence; AID 1556;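 active means inhibition above the mean plus 3 SD of all compounds in the same screening run, cut at about 4.5% in these data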;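 further: 0% = IMP-1 with DMSO and 100% = DMSO wells lacking enzyme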
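system = purified recombinant IMP-1 beta-lactamase | amount = 0.2 nM IMP-1, as dispensed | medium = HEPES buffer pH 7.1 with ZnSO4 and Brij 35 | times = 25 °C, 15 min preincubation, 25 min reaction | detection = plate fluorescence quenching by hydrolysis product, ex 480/em 530 nm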
SUMO HTRF inh: blocks human SUMOylation mediated by UBC9; 0.36% of 290,000 active; P63279; HTRF SUMOylation assay, SAE1/SAE2 + UBC9, in vitro; inhibition, % at 35 µM; in the data active means inhibition above about 50%, passing the limit was not always enough; further: strong numbers were not always called active
HCV NS3 hel inh: inhibitors of Hepatitis C virus NS3 helicase; inhibition, % at 10.9 µM; NS3 helicase DNA unwinding, Cy5 molecular beacon fluorescence; 0.56% of 290,000 active;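 active means inhibition above the mean of all tested compounds plus 3 SD, set per campaign, cut at about 35% in these data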;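 further: 0% = DMSO wells and 100% = thioflavine S control wells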
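Control set: DMSO versus 110 µM thioflavine S; Material: NS3 helicase fragment of HCV; Measured by: Cy5 fluorescence at 0 and 60 min, beacon hairpin quenching; Read-out basis: percent inhibition from t60/t0 fluorescence ratio; Times: reaction time 60 min, 25 °C; Repeats: single replicate; Compound dosing: single dose, 10.9 µM nominal final, DMSO 0.8% final.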
PHOSPHO1 inh: blocks human PHOSPHO1 phosphatase activity; recombinant PHOSPHO1, absorbance phosphatase assay; inhibition, % at 13.3 µM; 1.1% of 290,000 active; AID 1565; Q8TCT1; in the data active means inhibition above about 60%
MEKK3 PB1 HTS: raises or lowers MEK5 binding to the human MEKK3 PB1 domain; binding response (% of control), % at 10 µM; 1.4% of 290,000 active; bead-based flow cytometry, Alexa488-MEK5 binding to MEKK3; actives lie on both sides; 0 = blocked by unlabeled MEK5, 100 = vehicle;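 active means binding response more than 3 SD above or below the average of its plate-row segment, actives on both sides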;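 further: Alexa488 bead fluorescence after subtracting the streptavidin-only scavenger bead signal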
Numbers without * were called inactive; . = not tested or not shown. Only part of the results is shown; count on the stated rates, not on these rows.

molecule	VIM-2 inh	DNA FID counter	pCIP destab	IDE cell activ	IMP-1 inhibitor	SUMO HTRF inh	HCV NS3 hel inh	PHOSPHO1 inh	MEKK3 PB1 HTS
CC1=C(C(=O)NCCCOC(C)C)C2(CCC(C)CC2)OC1=O (configuration not stated)	-0.6	-5	4	2	-1.8	-7	7	10	102
CCn1c(=S)sc2c(=O)n(CC(=O)Nc3cc(OC)ccc3OC)c(C)nc21	0.6	-2	3	0	-3.5	-7	-6	16	102
CCOc1ccc2cc(S(=O)(=O)N3CCCCC3)ccc2c1	-6.3	-21	5	2	-3.1	-3	1	23	99
C1CCN(c2nc3nonc3nc2NCC2CCOCC2)CC1	-1.6	-3	-5	2	-3.8	2	8	18	99
CCOc1ccc(C(=O)Nc2nnc(S(=O)(=O)N(C)Cc3ccco3)s2)cc1	-1.0	-13	0	5	1.7	4	57*	34	98
Clc1ccc2nc(CSc3ccccc3)cn2c1	-3.1	-5	-12	5	-2.8	7	2	38	108
O=S(=O)(c1ccccc1)c1nc(-c2ccccc2)oc1N1CCCCC1	-2.3	4	1	7	-0.5	2	-14	53	108
O=C(COc1ccccc1-c1ccccc1)N/N=C/c1cccc2ccccc12	-3.8	-7	-11	7	-3.3	-9	1	34	106
O=C(N/N=C/c1ccc[nH]1)c1cccnc1	-1.4	-3	5	3	-2.7	8	-1	40	100
C[C@@H](C(=O)NCc1ccccn1)[C@@H]1C[C@@]1(C)[C@@H](NC(=O)OCc1ccccc1)c1ccccc1	-0.7	-41	-9	1	-1.4	28	-5	-14	91
CCn1c(SCC(=O)Nc2ccc3c(c2)oc2ccccc23)nnc1-c1ccc(N)cc1	-4.0	-17	-13	-15	-0.3	10	-2	24	107
COc1ccc2c(c1)cc1n2CCN=C1N	-4.9	3	-13	-1	-2.6	42	4	-26	85
CC(C)c1ccc(NC(=O)Cc2c(C(=O)O)n(C)c3ccccc23)cc1	1.0	-9	8	0	-3.0	-16	-16	18	103
COC(=O)CCNC(=O)c1ccc2nc(Cc3ccc(OC)cc3)oc2c1	-3.3	-26	.	2	-3.6	.	-4	.	108
O=C(O)c1cccc(NC(=S)NC(=O)c2ccc(-c3ccc(Cl)cc3)o2)c1	0.0	-15	0	10	-0.6	-28	32	48	83
O=C(Nc1cccnc1)c1coc(=O)c2ccccc12	-2.0	-3	6	1	-3.2	-2	-5	7	104
Cc1noc(C)c1S(=O)(=O)N1CCCC(C(=O)NCc2ccccc2Cl)C1 (configuration not stated)	-3.3	-25	-8	4	-0.6	0	-9	10	98
COc1ccc(-c2cc(C(=O)Nc3ccc(C)c(C)c3)no2)cc1	-3.0	-13	-14	3	-3.9	15	2	61*	105
COc1ccccc1C(=O)N(Cc1ccc(Cl)cc1)C1CCS(=O)(=O)C1 (configuration not stated)	-3.7	-24	7	-5	-2.4	-3	7	37	101
COc1cc(NC(=O)CCNC(=O)Cn2ccc3ccccc3c2=O)cc(OC)c1OC	-1.8	-14	-4	-2	-4.6	8	7	31	106
CC(=O)O[C@H]1c2ccccc2-c2ccccc2[C@@H]1OC(C)=O	1.2	-16	8	-4	-0.8	15	13	19	104
O=C(CN(c1cccc(Cl)c1)S(=O)(=O)c1ccc(Cl)cc1)N1CCc2ccccc2C1	-0.2	-19	-11	-1	-3.0	1	-6	4	100
CC(=O)c1cccc(NS(=O)(=O)N2CCOCC2)c1	1.5	-5	-9	1	-0.2	-6	5	-1	104
O=C(NCCc1c[nH]c2ccccc12)/C(=C\c1cccnc1)NC(=O)c1ccco1	1.8	-7	0	6	-0.9	2	3	10	96
Cc1nc2ccc(NC(=O)COc3ccccc3)cc2s1	-3.9	-4	18	10	-3.1	5	5	-19	102
CCOC(=O)c1cnc2c(C)c(C)ccc2c1Nc1ccc(S(=O)(=O)Nc2ncccn2)cc1	-0.4	-1	-3	-1	-3.4	24	0	-21	97
O=C(Nc1cc(S(=O)(=O)Nc2ccccc2Cl)ccc1O)c1cc2c(s1)CCCC2	-1.6	-2	-1	0	-2.3	16	-3	28	107
O=C(COc1ccc2ccccc2c1Br)Nc1cccnc1	-1.0	-25	15	-21	-1.4	6	-10	13	99
COc1cc(C=O)ccc1OCC(=O)NC(C)(C)C	-2.0	0	-4	-1	-1.8	32	0	45	98
CC1CCN(C(=O)CSc2nc(N)c3c4c(sc3n2)CN(C)CC4)CC1	3.7	5	-2	-8	-1.6	18	4	17	96
COc1ccc(-c2nnc(SCC(=O)N3CCCCC3)o2)cc1	-0.2	-25	-4	-1	-2.9	6	7	32	102
CCN(CC)C(=S)SCC(=O)NC12CC3CC(CC(C3)C1)C2	-1.9	-20	2	-1	-2.6	-4	0	-13	97
Cc1cc(=O)[nH]c(SCC(=O)Nc2ccc(F)cc2)c1C#N	-2.2	10	-15	.	-2.1	24	7	-25	100
CSc1cccc(CN2CCC(Oc3ccc(C(=O)N4CCCCC4)cc3)CC2)c1	-2.5	11	-11	1	-2.4	19	-45	22	108
Clc1cccc(COn2c(-c3ccc(Cl)cc3Cl)nc3ncccc32)c1	-2.4	-28	-14	-1	-2.9	-1	-8	16	108
Cc1ccc(-n2nc3c(N4CCC(C(=O)NCc5ccc(C)o5)CC4)nnc(C)c3c2C)cc1	-0.6	-27	-31	-4	-2.3	.	-40	30	104

Next entries:
canonical_smiles | VIM-2 inh | DNA FID counter | pCIP destab | IDE cell activ | IMP-1 inhibitor | SUMO HTRF inh | HCV NS3 hel inh | PHOSPHO1 inh | MEKK3 PB1 HTS
CCOCCCNC(=O)C(NC(=O)c1ccc(NC(C)=O)cc1)c1ccccc1 (configuration not stated) | 0.9 | -8 | 0 | -2 | 0.5 | -12 | -5 | -5 | 98
COc1ccc2nc(Nc3ccccc3)sc2c1 | -1.6 | -2 | 8 | 1 | -0.7 | -12 | -12 | 15 | 104
O=C(CCc1ccccc1)Nc1cc(C(=O)O)cc(C(=O)O)c1 | -3.8 | 8 | -6 | -3 | -2.7 | 1 | 0 | -9 | 106
O=C(c1ccccc1)c1ccc2nc(N3CCCCC3)c3nncn3c2c1 | 1.4 | -6 | -4 | -6 | -1.9 | 9 | -1 | -9 | 109
O=C(CN1CCc2ccccc21)NCc1ccccc1Cl | -3.0 | 3 | -2 | 6 | -5.2 | -12 | -4 | 6 | 102
CCOc1ccc(CC(C(=O)NN)C(=O)NN)cc1CN(C)C | 0.6 | -9 | -7 | -9 | -3.7 | 6 | -8 | -6 | 99
Cc1sc(/N=C/c2c(O)ccc3ccccc23)c(C#N)c1C | -1.6 | -1 | 10 | . | 0.8 | -5 | 1 | 43 | .
CCCCc1nc(SCC(=O)Nc2cc(C)on2)n[nH]1 | -4.0 | 2 | -4 | -8 | -3.9 | 7 | -1 | 21 | 93
COc1ccc(OC)c(NC(=O)c2ccccc2NS(=O)(=O)c2cccc3cccnc23)c1 | 0.9 | -15 | -13 | 2 | -0.3 | -10 | -2 | 4 | 106
COc1cccc(/C=C2/SC(=S)N(CCCC(=O)Nc3ccc(O)cc3)C2=O)c1 | -3.2 | -17 | -20 | 2 | -3.2 | 30 | -14 | 41 | 103
CCN(C(=O)CN1C(=O)S/C(=C\c2cccc(OC)c2)C1=O)C1CCS(=O)(=O)C1 (configuration not stated) | -3.2 | -30 | -4 | 5 | -4.0 | 6 | 15 | 29 | 102
CC(C)C1NC(C(=O)O)Cc2c1[nH]c1ccccc21 (configuration not stated) | -0.5 | 2 | -6 | -2 | -0.4 | 12 | -25 | 8 | 102
O=C(NCCCN1CCOCC1)C1CC(=O)N(C2CCCCC2)C1 (configuration not stated) | -0.6 | 5 | -27 | 7 | -3.7 | 21 | 1 | 7 | 79
CC1CCCC(C)N1CCNC(=O)C1CCN(S(=O)(=O)N2CCCCC2)CC1 (configuration not stated) | -3.0 | 7 | -7 | -4 | -1.6 | 6 | -4 | -3 | .
Cc1ncc([N+](=O)[O-])n1CCOC(=O)c1cc(Cl)cc(Cl)c1N | 9.4* | -17 | 2 | 0 | -2.2 | 19 | 25 | -13 | 102
CC(C)(C)C1CCC(C(=O)NCCc2ccc(S(N)(=O)=O)cc2)CC1 (configuration not stated) | -5.8 | -26 | -7 | 1 | -5.2 | -14 | 10 | 0 | 102
COc1cccc(Nc2nc(C)cc(C)c2C(N)=O)c1 | -0.3 | -4 | 1 | 0 | 0.4 | -2 | 7 | 44 | 102
CCCn1c(=O)c(C(=O)N/N=C/c2ccc(F)cc2)c(O)c2ccccc21 | -3.0 | -2 | 4 | -5 | -1.8 | 5 | 1 | -5 | 96
CC(C)[C@@H](CO)NC(=O)c1ccc2c3n(nc2c1)-c1ccc(Cl)cc1CO3 | . | . | -20 | 1 | . | 15 | . | 26 | 99
CC(C)c1ccc(Nc2ncccc2C(=O)O)cc1 | -2.5 | -8 | -2 | 0 | -5.1 | 7 | 18 | 1 | 96
CC1CCN(CCCn2c(SCC(=O)NC3CCCC3)nc3ccccc3c2=O)CC1 | -1.1 | 12 | -4 | 7 | -2.9 | -8 | -2 | 2 | 103
O=C(NCc1n[nH]c(=S)n1Cc1ccccc1)c1ccccc1 | -1.1 | -7 | 7 | 0 | -3.9 | -13 | 6 | 23 | 102
CCOC(=O)c1c(C)c(C(=O)Nc2ccc3c(c2)OCCO3)c(C)n1CC | -1.9 | -25 | -4 | -2 | -0.3 | 0 | -8 | -1 | 110
O=C(NCCc1ccccc1)c1c(O)c2ccccc2[nH]c1=O | 0.1 | -2 | 6 | 6 | 0.7 | -6 | -1 | 25 | 101

An excerpt of these results, with two lines to a compound:
Order of values: VIM-2 inh, DNA FID counter, pCIP destab, IDE cell activ, IMP-1 inhibitor, SUMO HTRF inh, HCV NS3 hel inh, PHOSPHO1 inh, MEKK3 PB1 HTS
CC1CCCC(C)N1CCNC(=O)C1CCN(S(=O)(=O)N2CCCCC2)CC1 (configuration not stated)
→ -3.0, 7, -7, -4, -1.6, 6, -4, -3, .
COc1cccc(Nc2nc(C)cc(C)c2C(N)=O)c1
→ -0.3, -4, 1, 0, 0.4, -2, 7, 44, 102
CC(C)(C)C1CCC(C(=O)NCCc2ccc(S(N)(=O)=O)cc2)CC1 (configuration not stated)
→ -5.8, -26, -7, 1, -5.2, -14, 10, 0, 102
CCOC(=O)c1c(C)c(C(=O)Nc2ccc3c(c2)OCCO3)c(C)n1CC
→ -1.9, -25, -4, -2, -0.3, 0, -8, -1, 110
CC(C)[C@@H](CO)NC(=O)c1ccc2c3n(nc2c1)-c1ccc(Cl)cc1CO3
→ ., ., -20, 1, ., 15, ., 26, 99
